NTR1 agonist: NTR1-driven beta-arrestin-GFP spot formation – imaging, U2OS cells, high content, primary screen (AID 493036). P30989. agonist mode. activation, % at 20 µM. 330,000 compounds, 0.17% hits;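 active = activation at or above 40% of the spot to cytoplasm intensity ratio, with at least 20 cells analyzed; inconclusive = wells under 20 cells, flagged as cytotoxic or low count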;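 note: 0% = DMSO without peptide and 100% = 100 nM NTR1 peptide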
Target sequence (P30989 whole entry, looked up): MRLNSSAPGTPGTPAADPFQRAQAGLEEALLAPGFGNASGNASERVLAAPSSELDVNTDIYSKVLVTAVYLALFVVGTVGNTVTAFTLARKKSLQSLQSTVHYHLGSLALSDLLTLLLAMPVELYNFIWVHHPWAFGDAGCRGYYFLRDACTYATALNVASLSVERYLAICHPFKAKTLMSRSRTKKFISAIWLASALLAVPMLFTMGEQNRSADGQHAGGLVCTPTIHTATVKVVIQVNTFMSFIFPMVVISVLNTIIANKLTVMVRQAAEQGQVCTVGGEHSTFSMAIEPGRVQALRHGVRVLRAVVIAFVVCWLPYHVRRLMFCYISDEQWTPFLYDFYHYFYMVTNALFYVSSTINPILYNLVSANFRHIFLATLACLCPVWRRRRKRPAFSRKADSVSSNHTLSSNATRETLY
GPR35 antagonists: inhibition of zaprinast-stimulated GPR35 beta-arrestin translocation – imaging, U2OS, beta-arrestin-GFP, zaprinast agonist, primary screen (AID 2058); U2OS GPR35 beta-arrestin-GFP translocation imaging, zaprinast antagonism; higher % means a stronger effect; 290,000 compounds, 0.052% hits; inhibition, % at 10 µM; hits with a dose series show IC50 in µM;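 active = inhibition of at least 50% with at least 30 cells and total cytoplasm GFP at most 10,000,000; inconclusive = under 30 cells or total GFP of 10,000,000 plus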
GPR55 activation: GPR55 agonists via beta-arrestin recruitment, primary screen, imaging, U2OS cells, beta-arrestin-GFP redistribution (AID 1961) | activation, % at 10 µM, or EC50 in µM where a hit was titrated | U2OS GPR55 beta-arrestin-GFP redistribution imaging; higher % means a stronger effect | 290,000 compounds, 0.048% hits;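 active = activation above 40% with more than 50 cells counted in the well; inconclusive = wells holding fewer than 50 cells, flagged as toxic or sparse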;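 note: U2OS osteosarcoma cells stably expressing GPR55 and beta-arrestin-GFP; plate controls were DMSO negative control for no effect and LPI positive control for full effect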
AID2073: inhibitors of Mint1-CaV2.2 protein interaction, biochemical, HTRF (AID 2073). HTRF protein-protein interaction, Mint1-CaV2.2; higher % means a stronger effect. one-dose inhibition, % at 20 µM; IC50 in µM for titrated hits. 290,000 compounds, 0.19% hits; in the data active = inhibition mostly above about 51%, no sharp cut-off; inconclusive = no clear call, values can overlap the other calls; inactive = mostly below about 53%; note: some results filed as inactive read as strong as hits
Siah-1 displacement: Siah-1 peptide-binding antagonists, primary screen, biochemical, fluorescence polarization, rhodamine-plectin, uHTS (AID 1817); one-dose displacement, % at 20 µM; IC50 in µM for titrated hits; 290,000 compounds, 0.02% hits; Siah-1 / rhodamine-plectin peptide fluorescence polarization; higher % means a stronger effect;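 active = displacement of at least 50% at 20 µM, with a fluorescence ratio check between 0.3 and a set limit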;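 note: plate controls were Siah plus tracer with DMSO for no effect and tracer alone without Siah for full effect; strong numbers were not always called active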
Dengue-2 NS5 capping: flavivirus cap methylation enzyme inhibition – biochemical, confirmation dose response, primary screen (AID 588689). Dengue-2 NS5 methyltransferase capping enzyme assay, biochemical; higher % means a stronger effect. inhibition, % at 25 µM; hits with a dose series show IC50 in µM. 340,000 compounds, 0.3% hits; in the data active = a potency from the dose series; inconclusive = inhibition above about 29% without an active follow-up result
HIV fusion peptide: inhibitors of HIV fusion peptide binding, primary screen, biochemical, uHTS, fluorescence dequenching (AID 1986) | one-dose inhibition, % at 20 µM; IC50 in µM for titrated hits | cell-free peptide binding, fluorescence dequenching, 30 min; higher % means a stronger effect | 290,000 compounds, 0.3% hits; in the data active = inhibition mostly above about 52%, no sharp cut-off; inactive = mostly below about 76%; note: some results filed as inactive read as strong as hits
GPR55 antagonists: inhibition of LPI-stimulated GPR55 beta-arrestin translocation – imaging, U2OS, beta-arrestin-GFP, LPI agonist, primary screen (AID 2013). 290,000 compounds, 0.13% hits. U2OS GPR55 beta-arrestin-GFP translocation imaging, LPI antagonism; higher % means a stronger effect. inhibition, % at 10 µM, or IC50 in µM where a hit was titrated;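 active = spots per cell inhibited over 60%, with over 100 cells counted and total cytoplasm intensity under 500,000; inconclusive = wells with under 100 cells, flagged as likely toxic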;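 note: U2OS cells stably carrying GPR55 and arrestin-GFP stimulated by 5 µM LPI near EC80; imaged beta-arrestin-GFP aggregate spots per cell after agonist stimulation; plate controls were LPI-stimulated DMSO wells for no effect and DMSO wells without LPI for full effect; some results filed as inactive read as strong as hits; confirmed hits need IC50 under 10 µM and bright autofluorescent wells are also inconclusive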
K1F lysis inhibition: protection from phage-mediated lysis, alamar blue read-out – E. coli UTI89, K1F phage, bacterial capsule biogenesis inhibitors (AID 488966); inhibition, % at 100 µM, or IC50 in µM where a hit was titrated; 340,000 compounds, 0.02% hits; E. coli UTI89 K1F phage lysis, alamar blue, 2 h; higher % means a stronger effect;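 active = phage lysis inhibition, versus mean bacterial control, above a set limit; inconclusive = no clear call, values can overlap the other calls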;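 note: capsule biogenesis inhibitors block K1F phage lysis so surviving cells raise fluorescence; higher fluorescence means more inhibition of phage lysis; actives were called in the ten point dose series up to 300 µM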
NTR1 agonist cell count 20 µM: recorded beside NTR1 agonist, whose call it bears; cell count; measured here: cell count, cytotoxicity flag
Dengue-2 NS5 capping pilot replicate: further read-out of Dengue-2 NS5 capping, marked with its call; inhibition, %; measured here: pilot screen replicate inhibition
* hit, by the source's call; ? = inconclusive; . = no result given; [ ] = dose if it differs, or a comment.

SMILES | NTR1 agonist | NTR1 agonist cell count 20 µM | GPR35 antagonists | GPR55 activation | AID2073 | Siah-1 displacement | Dengue-2 NS5 capping | HIV fusion peptide | GPR55 antagonists | K1F lysis inhibition | others
Cc1cc(C(=O)CN2C(=O)NC3(CCCCC3)C2=O)c(C)n1C | 1.5 | 26 | -6% | -0.4% | 10% | -6% | -9% | -1.6% | 1% | 0.3%
COc1ccc(/C=C2/SC(=O)N(CCNC(=O)CC(NC(C)=O)c3ccccc3)C2=O)cc1 (configuration not stated) | 2.0 | 57 | 20% | -0.1% | -15% | -4% | 5% | 0.2% | 5% | 0.2%
CCc1ccccc1NC(=O)c1ccc2c(O)c(S(=O)(=O)c3ccc(OC)cc3)c(=O)[nH]c2c1 | 1.0 | 63 | -7% | -0.3% | 2% | -3% | 3% | 6.9% | -23% | -0.2%
Cc1noc(C)c1S(=O)(=O)N1CCCC(C(=O)N2CCc3ccccc3C2)C1 (configuration not stated) | 0.5 | 63 | -18% | -0.2% | -3% | 0% | -7% | 0.1% | 6% | 5.5%
O=C(Oc1ccc(-n2cnnn2)cc1)c1ccccc1 | 2.5 | 42 | -6% | 0.4% | 24% | 3% | 10% | 0.2% | 0% | 0.5%
Oc1c(C(c2ccccc2)N2CCN(Cc3ccccc3)CC2)sc2ncnn12 (configuration not stated) | -1.9 | 79 | 15% | -0.1% | -1% | 0% | -2% | -0.9% | 6% | -0.8%
Cn1c(C2CCCCC2)nc2cc(N)ccc21 | 0.6 | 64 | -13% | 0.6% | 0% | -4% | 3% | -1.3% | -3% | -0.4% | Dengue-2 NS5 capping pilot replicate=0.0
CNC(=O)NC(=O)C(C)N1CCN(C/C=C/c2ccccc2)CC1 (configuration not stated) | 0.6 | 47 | 6% | -0.4% | 0% | 9% | 2% | -0.8% | -3% | -0.5%
CCc1ccc(CN2CCC(C(=O)Nc3ccc(Oc4ccccc4)nc3)CC2)o1 | 2.1 | 47 | 8% | 0.2% | -22% | -4% | -9% | -2.0% | -2% | 0.2%
Cc1cc(C(=O)N/N=C/c2cc(Br)ccc2OC(=O)c2ccccc2Cl)n[nH]1 | 0.0 | 58 | 5% | -0.1% | 13% | 0% | -4% | -1.3% | -10% | 0.3%
O=C(Nc1ccc2ccccc2c1)c1cc(F)c(F)cc1Cl | 2.5 | 51 | -3% | -0.1% | 4% | 12% | -5% | 2.5% | 10% | -0.4%
Cc1ccc(NC(=O)c2ccc(CN3CCc4ccccc4C3)cc2)cc1 | -1.2 | 72 | -2% | 0.0% | -2% | 0% | 2% | -1.2% | -4% | 0.1%
Cc1cc(C(=O)CC#N)c(C)n1-c1c(C)n(C)n(-c2ccccc2)c1=O | 0.9 | 43 | 1% | -0.6% | -5% | 0% | . | -0.8% | -17% | 0.1%
Cc1ccc(C(=O)NN2C(=O)/C(=C/c3cn(C)c4ccccc34)SC2=S)cc1 | . | . | 7% | -0.3% | 10% | 0% | 12% | 87%* | 6% | 1.4%[50 µM]
COc1ccc(N2CCN(C(=O)NC(=O)c3ccccc3)CC2)cc1 | 0.9 | 54 | 13% | 0.6% | 2% | 0% | -3% | -0.2% | -1% | -0.3%
COC(=O)CSc1nc(COc2ccccc2)nc2ccccc12 | 1.9 | 51 | -5% | -0.3% | 0% | 4% | -1% | 0.6% | 0% | -0.1% | Dengue-2 NS5 capping pilot replicate=1.5
O=C(O)CN1C(=O)/C(=C\c2cn(CC(=O)N3CCOCC3)c3ccccc23)SC1=S | -0.4 | 34 | 13% | -0.5% | 8% | -4% | -91% | 149% | 0% | -1.2%
COc1ccc(Cl)cc1S(=O)(=O)NC(C)C(=O)NCc1ccncc1 (configuration not stated) | 2.4 | 56 | 12% | -0.1% | 2% | 0% | 6% | 2.5% | -11% | 0.3%
COc1ccc(N2CCN(C(=O)CSc3nc4[nH]ncc4c(=O)n3-c3cccc4ccccc34)CC2)cc1 | 5.0 | 46 | -4% | -1.0% | -17% | -6% | -2% | -1.4% | 16% | -0.4%
COc1ccc(C(O)(CCC(C)C)C(CN2CCOCC2)c2ccccc2)cc1 (configuration not stated) | 5.0 | 49 | -7% | 0.2% | 1% | 10% | -4% | 0.5% | 5% | 0.7%[50 µM]
Cc1ccccc1NC(=O)CNC(=O)c1ccc(C(F)(F)F)cc1 | 0.2 | 57 | 0% | -0.2% | 4% | 3% | -2% | -1.3% | 4% | 4.1%
C=CCNC(=O)Cc1c(OC)ccc2cc(Br)ccc12 | 3.6 | 38 | -10% | 0.2% | 23% | -3% | -11% | 0.6% | 0% | -1.0%
CC(C)N1CCCC(CNC(=O)CCc2nnc(CCCCc3ccccc3)o2)C1 (configuration not stated) | 0.3 | 44 | -8% | 0.2% | -1% | 0% | 5% | -1.7% | 15% | 3.6%
Cc1ccc2cc3cc(C(=O)NCCCN4CCCCCC4)oc3nc2c1 | -0.1 | 58 | -5% | -0.3% | 6% | 0% | -3% | -2.0% | 9% | 0.1%
COc1cc2[nH]c3c(=O)n(N)c(=O)[nH]c3c2cc1OC | -0.6 | 83 | -3% | 0.3% | -1% | 1% | -1% | -0.7% | -12% | 0.7%
N#Cc1nc(COc2ccccc2)oc1NCCCn1ccnc1 | -2.6 | 74 | 11% | 0.1% | 20% | 1% | -2% | 0.3% | 22% | 1.6%
CCN(CC(=O)Nc1c(C(=O)OC)[nH]c2ccccc12)c1ccc2c(c1)OCO2 | 4.0 | 85 | 7% | -0.1% | 2% | 1% | 12% | 16% | 3% | -0.6%
COc1ccc(S(=O)(=O)N(CC(=O)NCC2CCCO2)c2ccc(F)cc2)cc1OC (configuration not stated) | -1.3 | 79 | 10% | 0.2% | 0% | 8% | -6% | -3.1% | 22% | 0.4%
CCCCC(CC)Cn1c(O)c(/C=C2\C=NN=C2c2ccccc2)sc1=S (configuration not stated) | 21 | 84 | -20% | -0.3% | 35% | 3% | -1% | 5.0% | 8% | 1.7%[50 µM]
Cc1ccccc1CSCCNC(=O)c1ccc(Cl)c(S(=O)(=O)N2CCOCC2)c1 | 4.8 | 50 | -8% | -0.4% | -10% | 26% | -7% | 0.0% | -2% | 1.4%
C=C(C)CSc1nc(N)c(C#N)c(-c2ccc(C)cc2)c1C#N | 13 | 55 | 2% | 0.2% | -22% | 9% | -5% | 1.7% | 6% | 0.4%
Cc1c(Cl)cccc1NC(=O)CNCc1ccccc1F | 0.8 | 55 | -17% | 0.1% | 4% | 3% | -4% | -0.1% | 17% | 0.2%
COCCNC(=O)c1ccc2c(c1)nc(C)n2-c1cc(OC)c(OC)c(OC)c1 | -0.1 | 68 | 8% | 0.1% | 3% | 3% | 1% | 0.0% | 13% | 0.4%
Cc1ccc(S(=O)(=O)c2cc3c(=O)n4ccccc4nc3n(CC3CCCO3)c2=N)cc1C (configuration not stated) | 8.0 | 51 | -6% | -0.2% | 15% | 27% | ? | 55% | -14% | 0.4%
COC(=O)C1=C(C)NC(=O)NC1c1cn(-c2ccccc2)nc1-c1cccs1 (configuration not stated) | -0.3 | 51 | 5% | 0.2% | 16% | -3% | -3% | 1.3% | 1% | 0.0%
CC(Sc1cccc[n+]1[O-])C(=O)Nc1ccc(Oc2ccccc2)cc1 (configuration not stated) | -0.1 | 42 | -10% | 0.3% | -4% | 4% | -12% | -0.6% | 0% | -0.4%
COCCN(CC(=O)NC1CCCCC1)C(=O)CSc1nc2ccccc2o1 | -1.2 | 64 | 1% | -0.1% | 33% | 1% | 2% | -1.9% | 0% | -0.3%
O=C(COC(=O)CNC(=O)c1ccccc1F)Nc1cccnc1Cl | 1.7 | 52 | 0% | 0.6% | 26% | -3% | -5% | 0.4% | 14% | 0.5%
Cc1nc2ccc(NC(=O)Cc3ccc(Br)cc3)cc2s1 | 2.8 | 70 | -5% | 0.4% | 1% | 5% | -1% | 0.2% | 5% | 0.9%
COC(=O)c1c(NC(=O)C2C3C=CC(CC3)C2C(=O)O)sc(C)c1C (configuration not stated) | 1.2 | 52 | 3% | -0.1% | -14% | -1% | -4% | 3.0% | 5% | 4.3%
CNS(=O)(=O)c1ccc(NCC2COc3ccccc3O2)c([N+](=O)[O-])c1 (configuration not stated) | 1.0 | 51 | -17% | 0.6% | 6% | 11% | -5% | -0.9% | 7% | 8.1%
Nc1nc(SCc2ccc(F)cc2)n[nH]1 | 1.3 | 66 | 3% | -0.2% | 6% | -3% | -3% | 0.4% | 0% | 0.2% | Dengue-2 NS5 capping pilot replicate=-4.9
COc1ccc(C(=O)Nc2ccc(C(=O)O)cc2NC(=O)c2ccc(OC)cc2)cc1 | -0.3 | 52 | -11% | 0.2% | 14% | 6% | 0% | 2.8% | 9% | 0.4%[50 µM]
O=C(Nc1nnc(-c2ccc(F)cc2)s1)c1c(F)cccc1Cl | 10 | 96 | -2% | 1.6% | 18% | 4% | 3% | 0.8% | 6% | 0.1%
COc1ccc([C@@H]2[C@@H]3C(=O)N(C(C)(C)C)C(=O)[C@@H]3[C@]3(C)C(=O)N(c4cccc(F)c4)C(=O)N23)cc1 | 3.0 | 103 | 9% | -0.1% | -1% | -2% | 4% | 0.9% | -5% | 0.8%
O=C(Nc1ccc(N2CCCCC2)cc1)c1cc([N+](=O)[O-])cc([N+](=O)[O-])c1 | -1.1 | 99 | 4% | -0.5% | 13% | 0% | 6% | -2.9% | -4% | 0.2%
Nn1c(COc2ccccc2)nnc1SCc1cc(=O)[nH]c2ccccc12 | 1.5 | 65 | -1% | -0.1% | 18% | -4% | 1% | 1.9% | 0% | 0.3%
Cc1ccc(C(=O)NCCc2nnc3ccc(SCC(=O)Nc4ccccc4F)nn23)cc1 | 1.5 | 71 | -3% | -0.2% | 0% | -4% | 5% | 1.2% | 2% | 0.9%[50 µM]
COC(=O)CSc1nc2sc3c(c2c(=O)n1-c1ccccc1)CCN(C)C3 | -0.9 | 93 | -8% | -0.3% | -2% | 2% | -6% | 9.6% | 5% | 7.7%

Screens as filed in PubChem BioAssay.
